Source: PubChem (National Center for Advancing Translational Sciences (NCATS))
JMJD2A Tudor = blocks the human JMJD2A Tudor domain | O75164 | AlphaScreen JMJD2A-Tudor / H3K4me3 peptide binding | Potency, µM (top dose mostly 114 µM), inactives show at the top dose activity change, negative = inhibition, usual class: inhibitors | 390,000 compounds, 4.4% hits; further: potency means the concentration at half of the fitted maximal effect; on the % scale 0 is the no-effect control and ±100 the full control effect; nearly all actives have a fitted effect of over 50% in size
ERG Ets-DNA blk = ERG Ets/DNA interaction inhibition. fluorescence polarization, His-ERG Ets domain / labelled DNA. Potency, µM (titrated, usually from 76.9 µM), without a hit: top-dose FP activity, negative = inhibition, usual class: inhibitors. 370,000 compounds, 0.028% hits. P11308; active means well fitted inhibition curve with a large enough effect in the polarisation, with a control signal flat; inconclusive means small, poorly fitted or top-dose-only effect, or effect the other way, or a change in a side signal; inactive means no such curve, though single readings can be large or run the other way; the % refers to the polarisation;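 further: polarization taken with two DNA probes labelled with fluorescein and Texas red; potency means the concentration at half of the fitted maximal effect; % of control where 0% means no effect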
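His-tagged ERG Ets domain (1 uM in the protein solution; 300mM KCl, 50mM Tris-HCl, 1mM EDTA, 1mM DTT, pH 7.5) received compound, then a probe mix of 5 nM fluorescein-DNA and 100nM Texas-615-DNA. Fluorescence polarization was read for both dyes.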
GLS inh = blocks human kidney-isoform glutaminase activity. 410,000 compounds, 0.21% hits. GLS enzymatic activity, qHTS titration. Potency, µM (titrated, usually from 45.5 µM), for inactives: top-dose activity change, negative = inhibition, usual class: inhibitors. O94925; further: potency means the concentration at half of the fitted maximal effect; on the % scale 0 is the no-effect control and ±100 the full control effect
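Read-out is an Amplex red fluorescence increase coupled through glutamate oxidase and HRP, measured before and after 30 min room-temperature incubation. hKGA is in 45 mM KH2PO4 (pH 8.2) with 0.02% Tween-20; glutamine added as 1mM solution.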
PGK inhibitor = inhibitors of T. brucei phosphoglycerate kinase; Potency, µM (highest dose often 57.5 µM), without a hit: at the top dose activity change, negative = inhibition, usual class: inhibitors; AID 602233; PGK/GAPDH coupled, Kinase-Glo luminescence, 60 min; P07378; 380,000 compounds, 0.043% hits; further: potency means the concentration at half of the fitted maximal effect; on the % scale 0 is the no-effect control and ±100 the full control effect; nearly all actives have a fitted effect of over 60% in size
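Recombinant glycosomal PGK reaction used 1,3-bisphosphoglycerate generated in-well by GAPDH (100nM final) in 100mM TEA pH 7.6, 5mM MgCl2, 0.01% Tween-20. After 60 minutes at room temperature, ATP was read by Kinase-Glo Plus luminescence end-point.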
PI4K2A inh = inhibitors of human PI4K2A; purified PI4K2A, ADP-Glo luminescence, 1 h; active compounds read low; activity change, negative = inhibition, % at 76.9 µM; 420,000 compounds, 0.13% hits; AID 1346378; in the data active means activity change below about -50%; inconclusive means mostly about -30% to -49%;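 further: -100% = wells without enzyme as full effect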
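In this quantitative HTS, ADP production by PI4K2A was quantified luminescently after 1 h at ambient temperature; 100 microM adenosine served as plate-quality control.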
Pin1 inhibitor = inhibitors of human Pin1. Q13526. Pin1 FP peptide displacement, HiFluor488, 10 min. Potency, µM (highest dose often 115 µM), for inactives: at the top dose activity, negative = inhibition, hits mostly inhibitors. 390,000 compounds, 0.009% hits. AID 504891; active means well fitted inhibition curve with a large enough effect in the polarisation, with a control signal flat, not every such curve was filed as active; inconclusive means small, poorly fitted or top-dose-only effect, or effect the other way, or a change in a side signal; inactive means no such curve, though single readings can be large or run the other way; the % refers to the polarisation; further: potency means the concentration at half of the fitted maximal effect; on the % scale 0 is the no-effect control and ±100 the full control effect
G9a inh = blocks human histone lysine methyltransferase G9a; G9a H3K9 monomethylation, AlphaScreen, 2 h; Potency, µM (titrated, usually from 102 µM), without a hit: at the top dose activity, negative = inhibition, hits mostly inhibitors; 350,000 compounds, 8.8% hits; AID 504332; further: potency means the concentration at half of the fitted maximal effect; on the % scale 0 is the no-effect control and ±100 the full control effect; nearly all actives have a fitted effect of over 75% in size
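G9a (20 nM) was preincubated 15 min with compound, then reacted 2 h at room temperature with 500 nM biotin-H3K9 peptide and 20 µM SAM. Monomethyl-H3K9 detected by AlphaScreen using anti-H3K9me1 antibody.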
BAZ2B block = blocks human BAZ2B; Potency, µM (doses to about 114 µM), inactives show top-dose activity change, negative = inhibition, most hits filed as inhibitors; 360,000 compounds, 4.4% hits; AlphaScreen BAZ2B-H3K14Ac peptide displacement; AID 504333; further: potency means the concentration at half of the fitted maximal effect; on the % scale 0 is the no-effect control and ±100 the full control effect; nearly all actives have a fitted effect of over 60% in size
Target sequence (Q9UIF8 whole entry, looked up): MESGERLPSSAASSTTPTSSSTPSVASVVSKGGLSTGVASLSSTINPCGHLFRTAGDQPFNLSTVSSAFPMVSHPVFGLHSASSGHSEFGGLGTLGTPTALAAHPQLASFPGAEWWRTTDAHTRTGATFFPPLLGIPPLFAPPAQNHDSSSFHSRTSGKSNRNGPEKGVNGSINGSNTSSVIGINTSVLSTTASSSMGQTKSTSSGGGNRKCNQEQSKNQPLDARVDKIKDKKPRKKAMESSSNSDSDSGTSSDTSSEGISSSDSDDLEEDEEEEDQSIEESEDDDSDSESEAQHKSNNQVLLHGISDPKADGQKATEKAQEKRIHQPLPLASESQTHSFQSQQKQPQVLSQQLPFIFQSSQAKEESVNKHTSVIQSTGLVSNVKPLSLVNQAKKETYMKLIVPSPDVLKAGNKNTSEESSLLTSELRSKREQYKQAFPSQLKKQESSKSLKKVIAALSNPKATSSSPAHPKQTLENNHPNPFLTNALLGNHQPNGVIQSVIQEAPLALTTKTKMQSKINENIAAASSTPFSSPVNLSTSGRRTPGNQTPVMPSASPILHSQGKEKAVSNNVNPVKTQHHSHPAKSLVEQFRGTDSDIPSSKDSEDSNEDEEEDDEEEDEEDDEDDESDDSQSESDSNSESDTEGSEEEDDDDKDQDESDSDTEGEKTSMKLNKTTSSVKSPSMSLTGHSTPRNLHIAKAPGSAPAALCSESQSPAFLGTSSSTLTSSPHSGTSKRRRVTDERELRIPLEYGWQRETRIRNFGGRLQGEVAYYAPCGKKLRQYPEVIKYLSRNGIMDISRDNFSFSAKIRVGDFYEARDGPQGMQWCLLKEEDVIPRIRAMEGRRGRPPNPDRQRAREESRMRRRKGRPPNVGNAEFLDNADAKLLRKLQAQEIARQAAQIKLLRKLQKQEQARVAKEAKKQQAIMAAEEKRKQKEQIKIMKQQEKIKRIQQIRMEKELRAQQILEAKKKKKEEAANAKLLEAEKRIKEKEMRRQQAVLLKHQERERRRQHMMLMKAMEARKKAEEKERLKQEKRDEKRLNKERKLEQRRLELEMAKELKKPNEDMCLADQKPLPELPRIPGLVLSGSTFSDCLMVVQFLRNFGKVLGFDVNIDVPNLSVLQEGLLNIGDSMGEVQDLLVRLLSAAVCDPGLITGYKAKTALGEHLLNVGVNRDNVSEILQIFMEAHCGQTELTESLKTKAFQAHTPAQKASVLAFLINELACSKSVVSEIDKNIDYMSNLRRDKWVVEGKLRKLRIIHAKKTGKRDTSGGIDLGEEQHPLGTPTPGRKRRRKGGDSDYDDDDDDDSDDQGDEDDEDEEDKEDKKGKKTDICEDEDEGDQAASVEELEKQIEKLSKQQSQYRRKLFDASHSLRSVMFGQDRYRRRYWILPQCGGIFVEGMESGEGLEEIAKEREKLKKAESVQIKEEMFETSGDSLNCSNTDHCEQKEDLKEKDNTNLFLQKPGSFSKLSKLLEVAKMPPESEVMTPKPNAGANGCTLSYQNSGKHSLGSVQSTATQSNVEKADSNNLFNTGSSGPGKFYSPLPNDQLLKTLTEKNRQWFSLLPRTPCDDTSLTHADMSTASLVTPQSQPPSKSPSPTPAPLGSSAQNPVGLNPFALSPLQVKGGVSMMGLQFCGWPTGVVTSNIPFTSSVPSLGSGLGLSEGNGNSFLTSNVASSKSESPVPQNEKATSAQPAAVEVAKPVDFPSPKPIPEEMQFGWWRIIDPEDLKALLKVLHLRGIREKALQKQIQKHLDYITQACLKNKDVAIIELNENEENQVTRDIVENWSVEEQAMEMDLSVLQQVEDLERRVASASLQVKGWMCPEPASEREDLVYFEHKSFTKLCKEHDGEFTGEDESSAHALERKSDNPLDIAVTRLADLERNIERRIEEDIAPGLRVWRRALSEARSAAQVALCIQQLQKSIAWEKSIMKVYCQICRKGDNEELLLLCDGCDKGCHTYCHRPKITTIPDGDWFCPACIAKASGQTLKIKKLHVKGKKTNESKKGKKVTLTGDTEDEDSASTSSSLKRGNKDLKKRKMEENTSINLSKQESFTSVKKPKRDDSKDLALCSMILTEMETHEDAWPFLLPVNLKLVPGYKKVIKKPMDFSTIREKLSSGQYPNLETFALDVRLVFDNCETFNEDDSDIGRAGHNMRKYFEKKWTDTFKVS
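Compounds, titrated to a top concentration of 110 uM, were incubated 30 min at room temperature with preformed BAZ2B/acetyl-K14 H3 peptide complex (50 nM each). Proximity signal was measured by AlphaScreen after 20 min with beads.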
HP1b chromo inh = HP1-beta chromodomain-methylated histone interaction inhibition; P83916; AlphaScreen HP1-beta / biotin-H3K9me3 peptide binding; Potency, µM (titrated, usually from 114 µM), without a hit: top-dose activity change, negative = inhibition, usual class: inhibitors; 390,000 compounds, 0.56% hits; AID 540317; further: potency means the concentration at half of the fitted maximal effect; nearly all actives have a fitted effect of over 70% in size; inactives centre near 23
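HP1-beta protein (50 nM final) preincubated 30 min at room temperature with biotinylated H3(1-18)K9me3 peptide (50 nM) in PBS pH 7.4, 0.01% Tween-20, then compound added for 30 min. AlphaScreen streptavidin donor/nickel chelate acceptor beads (10 ug/mL final), 30 min dark, luminescence read.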
* hit, by the source's call; & = joins results of further samples; [ ] = dose if it differs, or a comment. Unless noted, the call rests on the fitted dose curve; in most records, active means well fitted curve in the direction sought with a large enough effect; inconclusive means small, poorly fitted or top-dose-only effect, or another doubt; inactive means no such curve, though single readings can be large; an effect the other way counts as inactive or inconclusive. Compounds as they come; about 11% have a hit in one of these screens.

`O=C(COc1ccccc1Cl)Nc1ccc(OCc2cc(=O)n3ccsc3n2)cc1` gave JMJD2A Tudor -13%, ERG Ets-DNA blk -3%, GLS inh 16%, PGK inhibitor 0%, PI4K2A inh 0, Pin1 inhibitor -2%, G9a inh 8%[59 µM], BAZ2B block -4% and HP1b chromo inh 35%.
`CC1CCCCN1C/C=C/c1ccccc1[N+](=O)[O-]` (stereo not drawn) gave JMJD2A Tudor -3%, ERG Ets-DNA blk 11%, GLS inh -4%, PGK inhibitor -1%, PI4K2A inh 6, Pin1 inhibitor -1%, G9a inh 0%[59 µM], BAZ2B block -2% and HP1b chromo inh 21%.
For CC(C)CN1CCNC(=O)C1CC(=O)NCCc1cnn(-c2ccccc2)c1 (stereo not drawn) the results were JMJD2A Tudor -16%, ERG Ets-DNA blk -4%, GLS inh 19%, PGK inhibitor -5%, PI4K2A inh 1, Pin1 inhibitor inconclusive, G9a inh inconclusive, BAZ2B block -14% and HP1b chromo inh 36%.
O=C(NCC(=O)N(c1ccc2c(c1)OCO2)C(C(=O)NC1CCCC1)c1ccncc1)c1ccco1 (stereo not drawn) was read as JMJD2A Tudor -34%[11.4 µM], ERG Ets-DNA blk 1%, GLS inh inconclusive, PGK inhibitor -9%, PI4K2A inh 5, Pin1 inhibitor inconclusive, G9a inh -35%[12.7 µM], BAZ2B block -6% and HP1b chromo inh inconclusive.
Screening CCCC(=O)N(Cc1cc(=O)[nH]c2ccccc12)c1ccc(C)cc1 returned JMJD2A Tudor 89µM*, ERG Ets-DNA blk 2%, GLS inh -3%, PGK inhibitor -7%, PI4K2A inh 4, Pin1 inhibitor inconclusive, G9a inh 25µM*, BAZ2B block -3% and HP1b chromo inh -9%.
For COc1ccc(-c2nc(NC(=O)c3[nH]c(C)c(C(C)=O)c3C)sc2C)cc1 the results were JMJD2A Tudor inconclusive, ERG Ets-DNA blk 1%, GLS inh -8%, PGK inhibitor 0%, PI4K2A inh -6, Pin1 inhibitor 19%, G9a inh 50µM*, BAZ2B block inconclusive and HP1b chromo inh -14%.
Screening COc1ccc(CNC(=O)c2ccc3c(=O)n(CCCN4CCCC4=O)c(=S)[nH]c3c2)cc1 returned JMJD2A Tudor -20%, ERG Ets-DNA blk -7%, GLS inh -26%, PGK inhibitor -2%, PI4K2A inh 1, Pin1 inhibitor -6%, G9a inh 15%[59 µM], BAZ2B block -17% and HP1b chromo inh 9%.
For O=c1[nH]c2ccc([N+](=O)[O-])cc2nc1/C=C(\O)c1ccccc1 the results were JMJD2A Tudor 4%, ERG Ets-DNA blk -4%, GLS inh -4%, PGK inhibitor -10%, PI4K2A inh 1, Pin1 inhibitor inconclusive, G9a inh inconclusive, BAZ2B block 2% and HP1b chromo inh 36%.
For CCCCCC(=O)NNC(=O)c1ccc(-c2ccccc2)cc1 the results were JMJD2A Tudor -17%, ERG Ets-DNA blk 0%, GLS inh 2%, PGK inhibitor 0%, PI4K2A inh -4, Pin1 inhibitor -1%, G9a inh 9%[59 µM], BAZ2B block 4% and HP1b chromo inh 20%.
For Cc1ccccc1NC(=O)c1ccccc1NC(=O)c1ccco1 the results were JMJD2A Tudor -4%, ERG Ets-DNA blk 1%, GLS inh 4%, PGK inhibitor -8%, PI4K2A inh 1, Pin1 inhibitor -6%, G9a inh 2%[59 µM], BAZ2B block -6% and HP1b chromo inh 8%.
For CCOC(=O)c1c(C)[nH]c(C)c1C(=O)COc1ncnc2ccccc12 the results were JMJD2A Tudor 16µM*, ERG Ets-DNA blk 6%, GLS inh 0%, PGK inhibitor 4%, PI4K2A inh -1, Pin1 inhibitor 19%, G9a inh inconclusive and HP1b chromo inh -22%.
CCCN(C(=O)Cn1c(C(F)(F)F)nc2ccccc21)C1CCS(=O)(=O)C1 (stereo not drawn) was read as JMJD2A Tudor -3%, ERG Ets-DNA blk 13%, GLS inh 2%, PGK inhibitor inactive, PI4K2A inh 3, Pin1 inhibitor 0%, G9a inh -29%, BAZ2B block 1% and HP1b chromo inh 21%.
O=C(CSc1nncs1)NC1CCCCCCC1 was read as JMJD2A Tudor 1%, ERG Ets-DNA blk 1%, GLS inh 1%, PGK inhibitor inactive, PI4K2A inh -4, Pin1 inhibitor 0%, G9a inh 15%[12.7 µM], BAZ2B block -7% and HP1b chromo inh 39%.
For O=c1cc(CSc2ccccn2)c2ccccc2[nH]1 the results were JMJD2A Tudor -18%, ERG Ets-DNA blk 3%, GLS inh -1%, PGK inhibitor -1%, PI4K2A inh 1, Pin1 inhibitor 3%, G9a inh inconclusive, BAZ2B block 12% and HP1b chromo inh 26%.
Screening CCC(CC)C(=O)Nc1nnc(SCc2cc(=O)c3ccccc3[nH]2)s1 returned JMJD2A Tudor -9%, ERG Ets-DNA blk 10%, GLS inh 2%, PGK inhibitor 10%, PI4K2A inh 1, Pin1 inhibitor 0%, G9a inh 12%[59 µM], BAZ2B block 3% and HP1b chromo inh 13%[57 µM].
For OC[C@@H]1CC[C@@H](Cc2ccc(-c3ccccc3)cc2)O1 the results were JMJD2A Tudor -18%, ERG Ets-DNA blk -2%, GLS inh -9%, PGK inhibitor inactive, PI4K2A inh -17, Pin1 inhibitor 5% and HP1b chromo inh 17%.
`COc1cc(C2CC(=O)Oc3c(C(CCN4CCCC(C)C4)c4ccc(N(C)C)cc4)c(OC)cc(OC)c32)cc(OC)c1OC` (stereo not drawn) gave JMJD2A Tudor 40µM*, ERG Ets-DNA blk -11%, GLS inh 29%, PGK inhibitor 0%, PI4K2A inh 2, Pin1 inhibitor -4%&0%, G9a inh inconclusive, BAZ2B block 35µM* and HP1b chromo inh inconclusive.
CC(C)OP(=O)(OC(C)C)C(Nc1ccccc1)c1ccccc1C(F)(F)F (stereo not drawn) was read as JMJD2A Tudor -19%, ERG Ets-DNA blk -3%, GLS inh 15%, PGK inhibitor 5%, PI4K2A inh -1, Pin1 inhibitor -5%, G9a inh 18%[59 µM], BAZ2B block 5% and HP1b chromo inh 23%.
COc1ccc(CNc2nc(SCc3cc(=O)n4cc(Cl)ccc4n3)nc3ccccc23)cc1 was read as JMJD2A Tudor -11%, ERG Ets-DNA blk -6%, GLS inh 6%, PGK inhibitor -6%, PI4K2A inh 0, Pin1 inhibitor -1%, G9a inh 4%, BAZ2B block 0% and HP1b chromo inh 35%.
For COC(=O)N1CCN(CCc2ccccc2)CC1 the results were JMJD2A Tudor -10%, ERG Ets-DNA blk -6%, GLS inh -2%, PGK inhibitor -6%, PI4K2A inh -1, Pin1 inhibitor -1%, G9a inh 3%, BAZ2B block -11% and HP1b chromo inh 37%.
Screening COc1ccc(/C=C/C(=O)NC(=S)Nc2cc([N+](=O)[O-])ccc2O)cc1OC returned JMJD2A Tudor 89µM*, ERG Ets-DNA blk 2%, GLS inh -5%, PGK inhibitor inconclusive, PI4K2A inh -4, G9a inh 28µM*, BAZ2B block inconclusive and HP1b chromo inh inconclusive.
For COc1cccc(C(=O)NCC(=O)N/N=C/c2ccc(OC(=O)c3cccs3)c(OC)c2)c1 the results were JMJD2A Tudor -28%, ERG Ets-DNA blk 5%, GLS inh -3%, PGK inhibitor -8%, PI4K2A inh 3, Pin1 inhibitor 9%, G9a inh 16%[59 µM], BAZ2B block -3% and HP1b chromo inh 16%.
CCOC(=O)N1CCC(NC(=O)CSCc2nc(-c3ccc(C)cc3)oc2C)CC1 was read as JMJD2A Tudor -14%, ERG Ets-DNA blk -1%, GLS inh -9%, PGK inhibitor 0%, PI4K2A inh -3, Pin1 inhibitor 3%, G9a inh 0%, BAZ2B block -16% and HP1b chromo inh 37%.
O=S(=O)(c1ccc2[nH]c3c(c2c1)CCCCC3)N1CCN(c2cccc(Cl)c2)CC1 was read as JMJD2A Tudor inconclusive, ERG Ets-DNA blk 0%, GLS inh 0%, PGK inhibitor -2%, PI4K2A inh 3, Pin1 inhibitor 1%, G9a inh -34%[59 µM], BAZ2B block -11%[57.1 µM] and HP1b chromo inh 4%.
`Cc1ccccc1OCC(=O)N/N=C/c1cn(Cc2ccccc2)c2ccccc12` gave JMJD2A Tudor 9%, ERG Ets-DNA blk -7%, GLS inh -1%, PGK inhibitor 0%, PI4K2A inh 1, Pin1 inhibitor 18%, G9a inh 42%[59 µM], BAZ2B block 18% and HP1b chromo inh 47%[activator].
For CCOc1ccc(N(C(C)C(=O)NCCSc2ccc(Cl)cc2)S(C)(=O)=O)cc1 (stereo not drawn) the results were JMJD2A Tudor -3%, ERG Ets-DNA blk 3%, GLS inh -1%, PGK inhibitor 5%, PI4K2A inh 1, Pin1 inhibitor inconclusive, G9a inh 16%[59 µM], BAZ2B block 12% and HP1b chromo inh 27%.
`CSc1cccc(NS(=O)(=O)c2ccc3[nH]cc(C(=O)N4CCCCCC4)c(=O)c3c2)c1` gave JMJD2A Tudor -26%, ERG Ets-DNA blk 4%, GLS inh -3%, PGK inhibitor 6%, PI4K2A inh 0, Pin1 inhibitor 1%, G9a inh inconclusive and HP1b chromo inh 22%.
